# Source: PubChem
# BRCA1 expr act = qHTS Assay to Identify Small Molecule Activators of BRCA1 Expression; MCF7-BRCA1-FFLuc reporter, luminescence, 48 h; response scale: scaled: vehicle 0%, 10 µM genistein 100%; Potency, µM (series often up to 46.1 µM), for inactives: at the top dose activation, usual class: activators; 1.1% of 380,000 active; AID 624202, 2012; active means well fitted activation curve with a large enough effect; inconclusive means small, poorly fitted or top-dose-only effect; inactive means no such curve, though single readings can be large or run the other way; further: nearly all actives have a fitted effect of over 80% in size; some results filed as inactive show a strong effect at the top dose
#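 Reporter cells (MCF7, BRCA1 promoter-firefly luciferase) received library compounds across a concentration series for 48 h. End-point luminescence was measured and concentration-effect curves derived after normalization.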
# Numbers without * were called inactive; ? = inconclusive; [ ] = remark or other dose. Potency means the concentration at half of the fitted maximal effect.
SMILES	BRCA1 expr act
OCCCn1c(C2CCCN2c2nc(-c3ccc(Cl)cc3)cs2)nc2cc(Cl)c(N3CCCCC3)cc21 (stereo unspecified)	-28.7%
CCN(CC)C(=O)C1=C(C)N(CCCN2CCCC2=O)C(=O)C(CC(=O)NCc2cccs2)C1 (stereo unspecified)	3.6%
O=C(Cn1cc(COc2ccccc2[N+](=O)[O-])nn1)c1ccc(O)cc1	18.2%
CN(C)c1ccc(-c2csc(C(O)(c3ccccc3)C(F)(F)F)n2)cc1 (stereo unspecified)	-43.8%
COc1cc(F)ccc1-c1cc(C(=O)NCc2cccs2)[nH]n1	23.9%
CCOC(=O)[C@]12CCCC=C1N(Cc1ccco1)C(=O)[C@H](CC(=O)N1CCC(c3ccccc3)CC1)C2	-15.2%
CCNC(=O)C1(C)CCN(C(=O)c2ccc(N(C)C)cc2)C1 (stereo unspecified)	25.7%
O=C1C2C3C=CC(CC3)C2S(=O)(=O)C2C3C=CC(CC3)C12 (stereo unspecified)	22.4%
CC1(C(=O)NC2CCCCC2)CCC(=O)N1CCOc1ccccc1 (stereo unspecified)	2.9%
CCN1C(=O)Nc2cccc3cccc1c23	-72.3%[inhibitor]
CN(Cc1ccccc1)Cc1ccccc1C(O)c1ccccc1 (stereo unspecified)	-27.0%
O=S1(=O)CC(N2CCCCC2)CN1Cc1cn(Cc2ccc(Cl)cc2)nn1 (stereo unspecified)	0.0%
CC1(C(=O)Nc2ccc(F)c(Cl)c2)Cc2c(-c3cccc(C(N)=O)c3)ccnc2O1 (stereo unspecified)	-40.4%
CCOC(=O)C1(CCOc2ccccc2)CCN(Cc2ccc(OCC)c(CO)c2)CC1	-7.9%
CC1(C(=O)Nc2ccc3[nH]ncc3c2)CCN1C(=O)CC(c1ccccc1)c1ccccc1 (stereo unspecified)	-27.6%
CC(C)[C@@H]1Cc2[nH]c(=O)[nH]c(=O)c2[C@H](C)O1	3.8%
C[C@@H](N)C(=O)N[C@H]1CCC2C3CC=C4C[C@@H](O)CC[C@]4(C)C3CC[C@@]21C (stereo partly specified)	-17.3%
CC(CC(=O)Nc1ccc2c(c1)c(=O)n(C)n2-c1cccs1)c1ccccc1 (stereo unspecified)	-60.0%
Cc1ccccc1N1CCN(C(=O)c2cc(-c3ccccc3)nc3c2cnn3C(C)C)CC1	-6.7%
O=C1CCC(C(=O)OCC(=O)Nc2ccc(SC(F)F)cc2)=NN1	-0.1%
Cn1ccc2c(-c3ccc(C(C)(C)C)cc3)cc3c(c21)C1CCC3O1 (stereo unspecified)	2.6%
CCc1ccccc1S(=O)(=O)Cc1ccc(C(=O)NC(C)C)o1	0.8%
CC(C)C[C@@H](CN1CCC[C@@H]1CN1C(=S)NC[C@@H]1Cc1ccccc1)N1C[C@H](Cc2ccc(O)cc2)N(CC2CCCCC2)C1=S	14.2%
Cn1cnnc1SCc1ccc(C(=O)N/N=C(/CCC(=O)O)c2ccc(C(C)(C)C)cc2)cc1	-4.0%
CC(C)Cc1ccc(-c2cc3nc(NCCOc4ccccc4)ccn3n2)cc1	0.0%
CCCC(=O)N1CCCC1(C)C(=O)NCCc1ccccn1 (stereo unspecified)	10.0%
COC(=O)C1CCN(S(=O)(=O)c2c[nH]c(=O)[nH]c2=O)CC1	1.7%
Cc1ncc(C(O)c2ccc(N(C)C)cc2)n1Cc1ccccc1 (stereo unspecified)	-5.8%
COc1ccc(-c2nc3ccc(Cl)cn3c2CC(C)(C)C)cc1OC	-7.8%
O=C(Nc1cccc(Cl)c1)c1csc([C@@H]2C[C@H](O)[C@@H](CO)O2)n1	35.9%

# Three of these compounds, reformatted.
smiles: Cn1cnnc1SCc1ccc(C(=O)N/N=C(/CCC(=O)O)c2ccc(C(C)(C)C)cc2)cc1
  BRCA1 expr act: -4.0%
smiles: CC1(C(=O)NC2CCCCC2)CCC(=O)N1CCOc1ccccc1 (stereo unspecified)
  BRCA1 expr act: 2.9%
smiles: CC1(C(=O)Nc2ccc3[nH]ncc3c2)CCN1C(=O)CC(c1ccccc1)c1ccccc1 (stereo unspecified)
  BRCA1 expr act: -27.6%

# Following part
SMILES	BRCA1 expr act
CCOC(=O)C1=CC[C@@H](c2ccccc2C(F)(F)F)N(S(=O)(=O)c2ccc(C)cc2)[C@H]1c1ccc(C#N)cc1	15.1%
COc1ccc(-c2cn3c(C)c(C(=O)N4CCCc5ccccc54)sc3n2)cc1	-21.0%
CCOc1ccc(NC(=O)CSc2nnc3c(n2)[nH]c2ccc(S(=O)(=O)N4CCOCC4)cc23)cc1	8.9%
CCCNC(=O)C1(C)CCN(C(=O)c2cccc(OC(F)(F)F)c2)C1 (stereo unspecified)	12.6%
CN(Cc1ccccc1)C(=O)C1(C)CCN1C(=O)Cc1ccc(Cl)cc1Cl (stereo unspecified)	0.0%
COc1ccc([C@H]2C[C@@H](n3cc(-c4ccc(F)cc4)nn3)[C@H](O)CN2C(=O)c2cccs2)cc1	-20.2%
CC1(C(=O)Nc2ccc3c(c2)OCO3)CCN1C(=O)c1ccccc1 (stereo unspecified)	19.4%
COc1ccccc1N(CC(=O)N1CCCCC1C)S(=O)(=O)c1ccc(Cl)cc1 (stereo unspecified)	-13.8%
COc1ccc(Cc2c(-c3ccco3)nc3c(C)cc(Br)cn23)c(C)c1	-58.2%
CCCNC(=O)c1cc(C2CCCN(S(=O)(=O)c3ccccc3)C2)on1 (stereo unspecified)	0.0%
COc1cccc(C(NC(C)=O)c2nc(-c3cccc(NC(C)=O)c3)cs2)c1 (stereo unspecified)	2.9%
Cc1ccc(S(=O)(=O)N2C[C@H]3N(C(=O)OC(C)C)N(C(=O)OC(C)C)C[C@H](OC(=O)NCc4ccccc4F)[C@@]3(O)C2)cc1	-23.2%
CC(C)NC(=O)C1(C)CCN1C(=O)Cc1ccc(-c2ccccc2)cc1 (stereo unspecified)	0.0%
Cn1nnc2c(NCc3ccco3)ncnc21	13.1%
CSc1nc(=O)[nH]c2nc[nH]c12	4.3%
COc1ccc([C@H]2/C=C\CN(C(=O)[C@H](Cc3ccccc3)NC(=O)OCC3c4ccccc4-c4ccccc43)CC(=O)N2Cc2ccc(F)cc2)cc1	16.3%
C(=C\c1c[nH]c2ccccc12)/c1ccc2ccccc2n1	-1.3%
COc1ccc(CNc2ccccc2C(=O)NCc2ccccc2)cc1COc1ccc(NC(C)=O)cc1	-21.6%
COc1ccc(C(CNC(=O)c2cccc(S(=O)(=O)Nc3ccc(Br)cc3)c2)N(C)C)cc1 (stereo unspecified)	-12.1%
CCCCC[C@@H]1[C@@H]2C(=C(OCC)C[C@@H]3C(=O)N(c4ccccc4)C(=O)[C@H]23)[C@H](c2ccccc2)N1S(=O)(=O)c1ccc(C)cc1	10.6%
CC(C)C[C@H]1CN(CCCC[C@@H]2CNC(=O)C(=O)N2CCc2ccccc2)C(=O)C(=O)N1CCC1CCCCC1	-14.2%
Cc1cccc(C(O)c2ncc(-c3ccccc3F)[nH]2)c1C (stereo unspecified)	8.6%
CC1=C2C3OC(=O)C(C)C3CCC2(C)C=C(Br)C1=O (stereo unspecified)	0.1%
Cc1cc(C)nc(NC(N)=NCCc2ccccc2)n1	-92.8%
O=C1CCCCC1C1(O)C(=O)Nc2ccccc21 (stereo unspecified)	7.8%
CC1CCCC=CC2CC(OC(=O)CN(C)C)CC2C(O)C=CC(=O)O1 (stereo unspecified)	-86.9%
CC(C)c1cccc(C(C)C)c1Nc1cn[nH]c1	-17.5%
C[C@H](CO)N1C[C@H](C)[C@H](CN(C)Cc2ccncc2)Oc2ncc(C#CC3CC3)cc2C1=O	6.9%
Cn1ccc2c(N3CCCCCC3)cc3c(c21)C1CCC3C1 (stereo unspecified)	-64.3%
CCOC(=O)[C@]12CCCC=C1N(Cc1ccc(Cl)cc1Cl)C(=O)[C@H](CC(=O)NCc1ccc(C)o1)C2	-29.4%
O=C(O)c1cccc2c1/C(=N/O)c1ccccc1-2	25.4%
C[C@@H](c1ccccc1)N1C[C@H](COCc2ccccc2)Oc2cc(N3CC[C@@H](N(C)C)C3)ccc2S1(=O)=O	-59.9%
O=C(CNC(=O)c1cccc(S(=O)(=O)N2CCc3ccccc32)c1)Nc1ccccc1Br	-4.6%
COc1ccc(-c2oc3c(c2C#CCCCCO)C(OCCO)CC3)cc1 (stereo unspecified)	3.6%
C[C@H]1CN([C@@H](C)CO)C(=O)CCCn2nncc2CO[C@@H]1CN(C)S(=O)(=O)c1ccc(-c2ccccc2)cc1	17.0%
COc1ccccc1C(=Cc1ccc([N+](=O)[O-])cc1)C(=O)O	-1.3%
CC[C@@H](NC(=O)[C@H](Cc1ccccc1)NC(=O)CC[C@H]1O[C@@H](n2ccc(=O)[nH]c2=O)[C@H](O)[C@@H]1O)c1ccccc1	12.3%
Cc1cc(C)c2c3c(cn2n1)c(=O)n(C)c(=O)n3C	-5.7%
Cc1ccc2ccc3cccnc3c2n1	-52.0%
CNc1nc(NCc2ccc(C)cc2C)c2sccc2n1	-9.6%
COc1ccc(NC(=O)c2cc(-c3ccc(C)o3)nc3ccccc23)cc1	3.1%
O=C(Nc1cccc(Cl)c1)OCCOCCOC(=O)Nc1cccc(Cl)c1	-80.0%[inhibitor]
NS(=O)(=O)c1ccc(CCNC(=O)CSc2nc3c(sc(=S)n3-c3ccccc3)c(=O)[nH]2)cc1	-7.3%
CCOC(=O)[C@]12CCC=C1N(Cc1ccco1)C(=O)[C@H](CC(=O)N1CCSCC1)C2	12.0%
COc1ccc(C(C#N)CC(=O)c2ccc(OCc3ccccc3)c(OC)c2)cc1OC (stereo unspecified)	31.3%
COc1ccc(C2CC(c3cccc(OC)c3)=NN2c2ccc(S(N)(=O)=O)cc2)cc1 (stereo unspecified)	-49.2%
O=C(NC(c1ccc2ccccc2n1)c1cccs1)C1CCN(Cc2cccc(C(F)(F)F)c2)CC1 (stereo unspecified)	-50.7%
O=C(Nc1ccc(C(O)c2ccccc2)cc1)[C@@H]1O[C@H](CO)[C@H](O)[C@H](O)[C@H]1O (stereo partly specified)	17.1%
O=C(CCNC(=O)c1ccco1)NNC(=O)c1ccc(Br)cc1	5.7%
CC1(C(=O)NS(=O)(=O)c2cccc(Cl)c2)CCN1C(=O)CCc1cccs1 (stereo unspecified)	-6.5%
COc1ccc(NC(=O)C2(C)Cc3c(-c4ccc(C(N)=O)cc4)ccnc3O2)cc1OC (stereo unspecified)	0.0%
O=C(NC1CC1)C1=C[C@H](c2ccc(C(F)(F)F)cc2)C[C@H](OCCCCO)O1	-6.4%
COc1ccc(C(C)C)cc1-c1ccc2nncn2c1	-7.1%
CC1(C(=O)Nc2ccc3[nH]ncc3c2)CCN1C(=O)C/C=C/c1ccccc1 (stereo unspecified)	-3.6%
COc1cc(NC(=O)OCc2ccccc2)c2ncccc2c1	-40.4%
N#Cc1c(Cc2cccc3ccccc23)nn(CCO)c1N	0.0%
CC1(C(=O)NS(=O)(=O)Cc2cccc(Cl)c2)CCN1C(=O)C1CCCCC1 (stereo unspecified)	-13.0%
Cc1cc(S(=O)(=O)NC(=O)[C@H]2O[C@@H](n3cnc4c(N)ncnc43)[C@H](O)[C@@H]2O)ccc1Br	0.0%
NC(c1csc(Nc2ccccn2)n1)c1ccccc1Cl (stereo unspecified)	-1.4%
COCCN1C[C@@H](CO)O[C@@H](n2cnc3c(N(C)C(C)C)ncnc32)C1	15.3%

# Next section; the last 3 above are carried over.
SMILES	BRCA1 expr act
Cc1cc(S(=O)(=O)NC(=O)[C@H]2O[C@@H](n3cnc4c(N)ncnc43)[C@H](O)[C@@H]2O)ccc1Br	0.0%
NC(c1csc(Nc2ccccn2)n1)c1ccccc1Cl (stereo unspecified)	-1.4%
COCCN1C[C@@H](CO)O[C@@H](n2cnc3c(N(C)C(C)C)ncnc32)C1	15.3%
Cc1cscc1-c1nc(NCC2CC2)nc2ccsc12	-29.1%
COc1ccc(Cl)cc1-c1cc(C(=O)NCC2CCCCC2)[nH]n1	-42.6%
O=C(NCCc1ccccc1)c1[nH]c(C(F)(F)F)nc1-c1ccccc1	4.4%
COc1ccccc1Cc1c(-c2cccc(Br)c2)nc2ccc(Br)cn12	-8.9%
CCCC(=O)N1CCC1(C)C(=O)NS(=O)(=O)c1cccc(C)c1 (stereo unspecified)	17.2%
O=C1NC(c2ccccc2)C(c2ccccc2)N1 (stereo unspecified)	-19.4%
Cn1ccc2c(N3CCOCC3)cc3c(c21)C1CCC3C1 (stereo unspecified)	16.0%
CCc1nc2c(OCc3ccc(F)cc3)cccn2c1N(C)C(=O)COc1ccccc1	-26.8%
CN(C)c1ccc(C=NNc2ccccn2)c(Cl)c1	?
Cn1nc(C(C)(C)C)cc1NC(=O)C1(C)CCN1C(=O)Cc1ccc(-c2ccccc2)cc1 (stereo unspecified)	-58.2%
CCOc1ccc(S(=O)(=O)NCc2cccnc2)cc1NC(=O)c1ccccc1	52.9%
CN(N=O)c1ccc(/C=C/c2ccnc3ccccc23)cc1	45.9%
C[C@@H](NC(=O)C[C@@H]1C[C@@H]2c3cc(NS(=O)(=O)c4ccc(F)cc4)ccc3O[C@@H]2[C@@H](CO)O1)c1ccccc1	-25.8%
CCCSc1ncc(Cl)c(C(=O)Nc2sc3c(c2C(=O)NCCCOC)CCCC3)n1	-7.5%
CCc1nc2ccc(C(=O)Nc3cc(-c4ccccc4)ccc3OC)cn2c1N(CCN(C)C)CC1CC1	-21.9%
COc1ccc(C(O)c2nc(-c3cc4ccccc4o3)cs2)cc1 (stereo unspecified)	54.3%

# Not all compounds are listed, so the mix of outcomes need not match the whole.
